M1AAP_inhibition – malaria alanyl aminopeptidase activity blockers – biochemical, fluorogenic H-Leu-NHMec substrate, 1536-well (AID 1445); recombinant M1AAP, H-Leu-NHMec fluorogenic kinetic assay; higher % means a stronger effect; inhibition, % at 30 µM; hits with a dose series show IC50 in µM; actives 0.42% (n = 220,000);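 active means primary inhibition above the hit cutoff, then over 50% inhibition at one or more dose response concentrations, cut at about 23% in these data, passing the limit was not always enough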;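 further: plate controls were DMSO full reaction for no effect and no enzyme background for full effect; strong numbers were not always called active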
M17LAP_inhibition – P. falciparum M17LAP inhibitors, primary screen, biochemical, fluorogenic H-Leu-NHMec substrate, 1536-well (AID 1619) | recombinant M17LAP, H-Leu-NHMec fluorogenic kinetic assay; higher % means a stronger effect | inhibition, % at 30 µM; hits with a dose series show IC50 in µM | actives 0.38% (n = 220,000);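 active means compound inhibiting the enzyme by more than half at any dose during confirmatory dose-response retesting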;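 further: plate controls were full reaction with DMSO carrier for no effect and no enzyme background for full effect; strong numbers were not always called active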
Numbers without * were called inactive. This is a subset; the hit share may differ from the screen's.

SMILES M1AAP_inhibition M17LAP_inhibition
CN1CCC2(CC1)NC(=O)C1=C(CN(C)CC1)N2 5% -2%

Screens: PubChem, SRMLSC
